MC4R ag barr – human MC4R agonism via beta-arrestin; P32245; U2OS MC4R beta-arrestin complementation, luminescence; percent of melanotan II response, DMSO zero; activation, % at 8.9 µM; 360,000 tested, 0.98% active; AID 540308;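 active = activation above a per-plate cutoff, the mean activation of sample wells on that plate plus 3 SD, cut at about 8% in these data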
ABHD5-PLIN5 inh – ABHD5-PLIN5 protein interaction inhibition | AID 602281 | 360,000 tested, 0.78% active | Q00G26+Q8WTS1 | Split G. princeps luciferase complementation, luminescence, 4 h | inhibition, % at 4 µM;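 active = inhibition above the mean inhibition across every tested compound plus 3 SD, cut at about 22% in these data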;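 note: 0% = DMSO only wells and the 100% control is not disclosed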
TLR9-MyD88 inh – TLR9-MyD88 interaction inhibition; Q9NR96+Q99836; CHO BLA complementation TLR9-MyD88, CCF4 FRET ratio; inhibition, % at 4.98 µM; 340,000 tested, 0.21% active; AID 504734;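 active = inhibition above the mean over all tested compounds plus 3 SD, cut at about 21% in these data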;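 note: 0% = DMSO only wells and 100% = clavulanate BLA inhibitor control wells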
Glyco luc inh – N-linked glycosylation inhibition. reporter increase, % at 12.5 µM. D54 ERlucT glycosylation luciferase reporter, 24 h; percent of 100 nM tunicamycin response. 360,000 tested, 0.23% active;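 active = mean luciferase reporter signal, scaled so untreated is 0 and the glycosylation-blocking control 100, at or above a set limit in every replicate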;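 note: luciferase carries N-glycosylation sites so blocking glycosylation raises the light; 0% = median of neutral control wells and 100% = median of 100 nM tunicamycin wells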
ABCB6 inh MLPCN – blocks the human ABCB6 transporter; K562-ABCB6 porphyrin accumulation, flow cytometry, 1 h; stronger effect = lower value; fluorescence ratio to DMSO, % at 10 µM; 360,000 tested, 0.19% active; AID 602162;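 active = fluorescence ratio to DMSO below 75%, the collection mean minus 3 SD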;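 note: signal is porphyrin accumulated inside mitochondria; 100% equals median channel fluorescence of DMSO control wells; lower ratio means ABCB6 inhibition with less porphyrin fluorescence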
m5-HT2A agonist – agonists of mouse serotonin 5-HT2A receptor (HTR2A); 360,000 tested, 0.66% active; CHO-K1 mHTR2A beta-arrestin complementation, luminescence; percent of 30 µM serotonin response; activation, % at 7.6 µM; AID 624169; P35363;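 active = activation above a run cutoff, the mean activation of all tested compounds plus 3 SD, cut at about 14% in these data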;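 note: 0% = plate median of compound wells and 100% = 30 µM serotonin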
H9c2 protect – myocardial damage modulation in H9c2 cells; H9c2 cardiomyocytes, H2O2 injury protection, ATPLite, 2 h; protection from H2O2 cell death, % at 20 µM; 360,000 tested, 0.63% active;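 active = compounds giving at least 50% protection of heart cells from peroxide-induced death in the single-dose screen, raw or plate-pattern-corrected value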;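 note: 0% = DMSO wells with peroxide and 100% = DMSO wells without peroxide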
NOD2 RIPK2 PPI – blocks binding of human NOD2 to RIPK2. O43353. CHO BLA complementation NOD2-RIPK2, CCF4 ratio. inhibition, % at 4.98 µM. 360,000 tested, 0.38% active. AID 624267; in the data active = inhibition above about 21%;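 note: 0% = vehicle only and 100% = reference blocker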
NCOA2 inhibitor – human SRC2 (NCOA2) inhibition; Q15596; HEK293 GAL4-SRC2 luciferase reporter, luminescence; inhibition, % at 9 µM; 370,000 tested, 0.17% active;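 active = inhibition above the mean inhibition of all tested compounds plus 3 SD, set per campaign, cut at about 52% in these data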;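 note: 0% = DMSO treated cells and 100% = cells given Gossypol at 36 µM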
MC4R antag cAMP – blocks human MC4R cAMP signaling. MC4R-expressing cells, MTII-stimulated cAMP, LANCE TR-FRET. inhibition, % at 6.5 µM. 360,000 tested, 0.48% active. AID 540295;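 active = inhibition above its plate's cutoff, the mean of tested wells on that plate plus 3 SD, cut at about 29% in these data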;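 note: 0% = Melanotan II alone and 100% = Melanotan II plus saturating MCL0020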
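Assay system: U2OS-MC4R stable cell line; Also added: Melanotan II; Technique: Eu-cAMP/anti-cAMP TR-FRET, emission 671 nm; Times: 30-min compound, 1-h challenge, 1-h detection, room temperature.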
An asterisk follows results filed as active; . = not tested or not shown. These rows are one share of the data; rates above refer to the full screens.

SMILES	MC4R ag barr	ABHD5-PLIN5 inh	TLR9-MyD88 inh	Glyco luc inh	ABCB6 inh MLPCN	m5-HT2A agonist	H9c2 protect	NOD2 RIPK2 PPI	NCOA2 inhibitor	MC4R antag cAMP
CCc1ccc(N2CC(C)Cn3c2nc2c3c(=O)n(CCN3CCOCC3)c(=O)n2C)cc1 (stereo not given)	-1.5	-2	6	4	100	3	25	-4	4	-1
COC(=O)c1ccc(CSc2nc3scc(-c4cccs4)c3c(=O)[nH]2)o1	-2.6	-1	8	2	59*	-5	-12	4	-5	3
COc1ccc(C2C(=O)c3ccccc3C2=O)c(OC)c1	-1.5	-3	2	-1	99	-3	4	-12	12	-6
Cc1cc(C)nc(N2CCC(C(=O)Nc3nnc(C)s3)CC2)n1	-0.4	1	-8	5	88	1	-5	-7	-14	-2
COc1ccc(C2=CC(=O)C[C@H](c3ccc(Cl)cc3)C2)cc1	0.4	-5	-6	2	101	-1	-8	-8	-22	10
Cn1c(N2CCOCC2)nc(-c2ccccc2)c1-c1ccccc1	-1.3	-9	-6	-1	92	-8	2	-10	6	10
c1ccc(CSc2ncnc3sccc23)cc1	-0.5	-8	-11	-4	101	2	-6	-5	-29	7
O=C(CN1CCC(Cc2ccccc2)CC1)N1CCc2ccccc2C1	-0.3	-3	2	1	87	-3	-1	-2	0	1
O=S(=O)(c1cc(Cl)ccc1Cl)N1CCCCC1	0.3	-3	2	-2	93	1	-3	-10	-5	-2
CCOC(=O)C(=O)c1c(C)cc2ccccn12	-0.7	-4	-6	1	97	0	-2	-12	-10	2
COc1ccc(S(=O)(=O)N(Cc2cc3ccc(OC)cc3[nH]c2=O)CC2COCCO2)cc1 (stereo not given)	-1.4	-1	8	0	105	-1	37	-9	6	5
O=C(CNC(=O)c1cccnc1)N=Nc1c(O)[nH]c2c(Br)cc(Br)cc12	-1.1	-11	-7	2	104	3	0	-1	-1	-9
CCCN(CC(=O)Nc1ccccc1C)C(=O)c1ccc2c(c1)OCO2	-1.0	10	0	-1	100	0	6	-2	-7	-2
CCCN(CC(=O)NC(=O)NC1CCCCC1)CC(=O)Nc1cc(Cl)ccc1Cl	-0.7	-3	0	-4	102	3	-10	-16	-10	-1
COc1ccc([N+](=O)[O-])cc1NC(=O)COC(=O)c1ccccc1C(=O)c1ccccc1	0.8	5	-5	-5	98	-4	-2	-10	9	-5
CCOC(=O)c1cnc(-n2nc(C)cc2C)nc1Nc1cccc(C(C)=O)c1	-1.1	-3	15	4	100	1	22	-9	5	3
CC1=NN(C(N)=S)C(=O)C1N=Nc1ccc(Cl)cc1 (stereo not given)	-1.4	-3	-5	-7	99	-1	-3	-2	-53	-3
CC(C)C[C@H](NC(=O)/C=C/[C@H]1O[C@@H](n2ccc(=O)[nH]c2=O)[C@H](O)[C@@H]1O)C(=O)O	.	4	.	-3	99	6	9	2	-9	.
CCn1c(-c2csc(-c3ccccc3)n2)n[nH]c1=S	0.3	-2	4	1	96	-8	-1	0	-35	2
Cc1ccccc1C(=O)Nc1ccccc1N1CCCCC1	7.9	-7	-8	0	101	-5	-3	-1	15	35*
CCOC(=O)c1cccc(NC(=O)c2ccc(F)cc2F)c1	-1.7	11	1	1	98	-3	-6	-6	-75	5
O=C(Cc1cccs1)NCc1ccc(Cl)cc1	-1.8	0	-4	-1	103	4	8	4	-14	9
Clc1ccc(-c2nnc(NC3=NCCCCC3)o2)cc1	-0.9	6	-1	-17	96	-4	-26	-6	-34	4
CCN(CC)S(=O)(=O)c1ccc(C(=O)Nc2nnc(C(C)C)s2)cc1	1.3	-4	-5	0	98	-6	5	-5	9	3
COc1ccc(NC(=O)CN(C)S(=O)(=O)c2ccc(Br)s2)cc1	0.1	6	-1	-3	94	-3	-5	5	3	-3

An excerpt from above in order of molecular weight, low to high:
SMILES	MC4R ag barr	ABHD5-PLIN5 inh	TLR9-MyD88 inh	Glyco luc inh	ABCB6 inh MLPCN	m5-HT2A agonist	H9c2 protect	NOD2 RIPK2 PPI	NCOA2 inhibitor	MC4R antag cAMP
CCOC(=O)C(=O)c1c(C)cc2ccccn12	-0.7	-4	-6	1	97	0	-2	-12	-10	2
c1ccc(CSc2ncnc3sccc23)cc1	-0.5	-8	-11	-4	101	2	-6	-5	-29	7
Clc1ccc(-c2nnc(NC3=NCCCCC3)o2)cc1	-0.9	6	-1	-17	96	-4	-26	-6	-34	4
COc1ccc(C2=CC(=O)C[C@H](c3ccc(Cl)cc3)C2)cc1	0.4	-5	-6	2	101	-1	-8	-8	-22	10
O=C(CN1CCC(Cc2ccccc2)CC1)N1CCc2ccccc2C1	-0.3	-3	2	1	87	-3	-1	-2	0	1
CCCN(CC(=O)Nc1ccccc1C)C(=O)c1ccc2c(c1)OCO2	-1.0	10	0	-1	100	0	6	-2	-7	-2
CCOC(=O)c1cnc(-n2nc(C)cc2C)nc1Nc1cccc(C(C)=O)c1	-1.1	-3	15	4	100	1	22	-9	5	3
CCN(CC)S(=O)(=O)c1ccc(C(=O)Nc2nnc(C(C)C)s2)cc1	1.3	-4	-5	0	98	-6	5	-5	9	3
COc1ccc([N+](=O)[O-])cc1NC(=O)COC(=O)c1ccccc1C(=O)c1ccccc1	0.8	5	-5	-5	98	-4	-2	-10	9	-5
CCCN(CC(=O)NC(=O)NC1CCCCC1)CC(=O)Nc1cc(Cl)ccc1Cl	-0.7	-3	0	-4	102	3	-10	-16	-10	-1
COc1ccc(S(=O)(=O)N(Cc2cc3ccc(OC)cc3[nH]c2=O)CC2COCCO2)cc1 (stereo not given)	-1.4	-1	8	0	105	-1	37	-9	6	5
O=C(CNC(=O)c1cccnc1)N=Nc1c(O)[nH]c2c(Br)cc(Br)cc12	-1.1	-11	-7	2	104	3	0	-1	-1	-9

Next section
SMILES	MC4R ag barr	ABHD5-PLIN5 inh	TLR9-MyD88 inh	Glyco luc inh	ABCB6 inh MLPCN	m5-HT2A agonist	H9c2 protect	NOD2 RIPK2 PPI	NCOA2 inhibitor	MC4R antag cAMP
O=C(CSc1ccccn1)N/N=C/C=C/c1ccccc1	-1.6	-1	-6	-1	98	-4	-2	9	-28	-8
CCCNC(=O)C[C@H]1C[C@H]2c3cc(NC(=O)Nc4ccc(F)cc4)ccc3O[C@H]2[C@@H](CO)O1	2.0	6	10	-4	102	13	-6	-12	40	-3
CCc1nonc1NC(=O)c1oc2c(C)c(C)ccc2c1C	3.9	-4	12	-1	116	1	-4	0	8	-3
S=C(Nc1ccc(Cl)cc1)NN1CCOCC1	-1.7	2	4	1	95	-2	1	-10	-2	3
C[C@H]1CN([C@@H](C)CO)C(=O)c2cc(-c3cccc(C(=O)N(C)C)c3)cnc2O[C@H]1CN(C)C(=O)Cc1ccccn1	0.9	12	3	1	100	1	13	6	10	6
O=C(Cn1cnc2ccccc21)NCCCN1CCOCC1	1.2	-9	-8	-2	110	1	-3	-16	-9	4
COc1nnc(-c2ccc(N3CCOCC3)c(NC(C)=O)c2)c2ccccc12	-0.1	0	0	1	101	3	11	-5	5	5
CC(C)NS(=O)(=O)c1ccc(NCCCn2ccnc2)c([N+](=O)[O-])c1	-0.1	-3	-3	-2	102	3	7	5	-1	-2
CCOCCOC(=O)c1[nH]c2c(c1C)C(=O)CC(c1cccs1)C2 (stereo not given)	2.2	1	4	16	96	6	-7	13	27	-21
CCOC(=O)c1c(-c2ccccc2)oc2ccc(O)c(CN3CCOCC3)c12	-2.6	-1	8	-3	88	-3	9	4	30	6
COC(=O)c1ccc(CN2C(=O)NC3(CCCCC3C)C2=O)o1 (stereo not given)	0.1	-1	4	1	105	10	11	11	2	15
O=C1CC2(CCCCCC2)Oc2ccccc21	0.0	2	6	-1	92	3	3	4	0	2
CCS(=O)(=O)n1nc(-c2ccco2)nc1SC	-1.2	4	4	1	94	-1	3	-2	8	4
COC(=O)c1csc(-c2ccc(CO)o2)n1	.	-5	.	-1	95	-3	-4	-13	.	.
COCCNc1nc(C)cc(-c2cc(C(=O)Nc3ccccc3)on2)n1	-1.6	2	5	1	100	8	-2	-1	.	2
COC(=O)c1ccc(CNC(=O)c2ccc(OC)c(S(=O)(=O)NC3CCCC3)c2)cc1	-2.1	-10	-8	-1	96	6	2	-11	19	-3
Cc1ccc2cc([N+](=O)[O-])ccc2n1	-1.6	-2	.	-1	98	4	4	9	19	-3
CCOC(=O)Cn1nnc(-c2cc(OC)c(OC)c(OC)c2)n1	0.3	-1	4	1	95	-5	6	-20	-4	14
CCOC(=O)[C@]12CCC=C1N(CCC1=CCCCC1)C(=O)[C@H](CC(=O)NCCC(C)C)C2	.	4	.	.	94	1	.	-10	12	.
O=c1c2ccccc2nc(/C=C/c2ccc3c(c2)OCO3)n1CCCO	-1.3	3	-4	1	100	-3	1	-16	.	-8
COc1cc2c(=O)n(C)c3ccccc3c2cc1OC	-1.4	1	-7	11	94	-5	20	6	-36	-4
C=CCn1c(SCC(=O)Nc2ccc(C)cc2C)nnc1-c1cccnc1	-0.7	4	-3	1	99	-3	-23	-2	1	2
CC#CC[N+](C)(C)CCCCCCCC	-0.3	1	-7	3	97	-1	1	-13	13	21
Cc1cc2c(c(=O)n1Cc1ccc3c(c1)OCO3)C(c1cccnc1)C(C#N)=C(N)O2 (stereo not given)	-1.3	-4	-6	-2	89	1	14	-7	-20	3
O=C(Nc1ccccn1)C1COc2ccccc2O1 (stereo not given)	-3.4	-3	3	-1	97	0	6	-4	-45	-3

Later entries:
SMILES	MC4R ag barr	ABHD5-PLIN5 inh	TLR9-MyD88 inh	Glyco luc inh	ABCB6 inh MLPCN	m5-HT2A agonist	H9c2 protect	NOD2 RIPK2 PPI	NCOA2 inhibitor	MC4R antag cAMP
O=S1(=O)c2c(F)cccc2OC(COc2ccccc2)CN1CCc1ccc(F)cc1 (stereo not given)	0.7	-9	-6	-7	100	-2	-7	-8	-5	5
CCNC(=O)O/N=C1\CCCCC1c1ccc([N+](=O)[O-])cc1[N+](=O)[O-] (stereo not given)	2.3	-8	3	2	99	-3	8	-1	-8	-5
CS(=O)(=O)N(CC(=O)Nc1cc(Cl)ccc1Cl)c1ccccc1	-0.5	6	4	0	96	1	-2	-1	-4	3
CCNS(=O)(=O)c1ccc(CCC(=O)N2CCCC2)cc1	-0.9	-5	6	1	100	-2	1	1	4	12
CCN(CC)C(=O)[C@H]1C[C@H](CC(=O)NCc2ccc(OC)c(OC)c2)C(=O)N2CCc3c([nH]c4ccc(Cl)cc34)[C@]12C	-1.8	3	-4	3	104	-4	-12	7	12	-3
COc1ccc(CNc2ncc(-c3ccc(F)cc3)n2C)cc1OC	-1.7	-6	-3	-2	93	-9	5	10	3	5
Fc1cccc(-n2c(-c3ccco3)nc3nc4ccccc4nc32)c1	-2.0	-4	2	0	108	2	-16	6	4	-2
